OX1R antag-1: human HCRTR1 antagonism; O43613; CHO/OX1R cells, Fluo-8 calcium fluorescence, orexin A; inhibition, % at 5 µM; 330,000 compounds, 0.43% hits; AID 434989;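 active = inhibition above its plate's threshold, mean inhibition of all tested compounds on the plate plus 3 SD, cut at about 37% in these data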;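 note: 0% = orexin A challenge wells and 100% = SB-334867-A antagonist wells; not every result past the cut was called active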
Target sequence (O43613 whole entry, looked up): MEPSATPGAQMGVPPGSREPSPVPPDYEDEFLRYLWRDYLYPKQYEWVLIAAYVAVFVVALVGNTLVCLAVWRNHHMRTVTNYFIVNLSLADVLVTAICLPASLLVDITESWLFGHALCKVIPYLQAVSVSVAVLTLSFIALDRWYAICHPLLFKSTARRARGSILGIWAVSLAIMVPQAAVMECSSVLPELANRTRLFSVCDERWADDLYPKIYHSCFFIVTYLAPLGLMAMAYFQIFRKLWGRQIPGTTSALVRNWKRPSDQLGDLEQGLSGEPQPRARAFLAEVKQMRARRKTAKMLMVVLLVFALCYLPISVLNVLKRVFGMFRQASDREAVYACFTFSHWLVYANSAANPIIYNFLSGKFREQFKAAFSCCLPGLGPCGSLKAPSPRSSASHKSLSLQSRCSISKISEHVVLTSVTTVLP
OX1R antag-2: blocks the human orexin 1 receptor; 330,000 compounds, 1.8% hits; inhibition, % at 6.6 µM; AID 485270; OX1R-expressing cells, FRET antagonist read-out; O43613; in the data active = inhibition mostly above about 38%, no sharp cut-off; inactive = mostly below about 40%;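 note: 0% = agonist challenge alone and 100% = reference antagonist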
* = called active by the depositor. The order is random. Share with any hit: about 2.1%.

`C=CCOC(=O)C1=C[C@H](c2ccccc2)[C@@H](CCCO)[C@H](OCC)O1` gave OX1R antag-1 -25.0 and OX1R antag-2 14.7.
Screening COc1ccccc1-n1c(SCC(=O)NC2CCCCC2)nc2c(c1=O)SCC2 returned OX1R antag-1 -31.8 and OX1R antag-2 16.5.
`COc1cc(/C=C2\CCOC2=O)cc(OC)c1OC` gave OX1R antag-1 -2.3 and OX1R antag-2 8.8.
Cc1sc2ncn(CC(=O)N(C)C3CCCCC3)c(=O)c2c1C was read as OX1R antag-1 -18.9 and OX1R antag-2 27.1.
Screening Cc1cc[n+](CC(=O)N2CCCc3ccccc32)cc1 returned OX1R antag-1 6.0 and OX1R antag-2 -7.0.
O=C1/C(=C/c2cccs2)SC(=S)N1C1CCS(=O)(=O)C1 (centres undefined) was read as OX1R antag-1 -7.3 and OX1R antag-2 20.9.
O=[N+]([O-])c1cccc(S(=O)(=O)Nc2ccc(-c3ccc(N4CCOCC4)nn3)cc2)c1 was read as OX1R antag-1 -23.1 and OX1R antag-2 9.9.
Screening COc1cc(C(=O)NCC(=O)OCc2cc(=O)oc3c(C)c(C)ccc23)cc(OC)c1OC returned OX1R antag-1 -29.9 and OX1R antag-2 10.8.
For COc1ccc(S(=O)(=O)NC(N)=NCCc2ccccc2OC)cc1 the results were OX1R antag-1 -13.9 and OX1R antag-2 8.8.
`Cc1nc(COc2ccc(C(=O)NCc3ccccc3CN3CCCCC3)cc2)cs1` gave OX1R antag-1 -7.2 and OX1R antag-2 4.1.
Cc1ccc(C(=O)NC2CCCC2)s1 was read as OX1R antag-1 -3.0 and OX1R antag-2 -1.8.
Screening CCOc1ccc(S(=O)(=O)N2CC(=O)Nc3ccccc32)cc1C#N returned OX1R antag-1 -15.4 and OX1R antag-2 0.6.
CC(C)CNC(=O)C1Nc2ccc(C(F)(F)F)cc2C2C=CCC12 (centres undefined) was read as OX1R antag-1 -6.1 and OX1R antag-2 12.7.
Cc1ccc(S(=O)(=O)N2CCN(C(=O)Cn3nc(C(=O)O)c4ccccc4c3=O)CC2)cc1 was read as OX1R antag-1 -1.8 and OX1R antag-2 7.9.
For CCO[C@@H]1OC(C(=O)N2CCN(Cc3ccc4c(c3)OCO4)CC2)=C[C@H](c2ccc(C(F)(F)F)cc2)[C@H]1CCCO the results were OX1R antag-1 -21.8 and OX1R antag-2 17.4.
COc1ccc(OCC(=O)N2CCN(C(=O)c3ccco3)CC2)cc1 was read as OX1R antag-1 -10.7 and OX1R antag-2 13.5.
Cc1cccc(OCc2nnc(SCC(=O)N3c4ccccc4CCc4ccccc43)o2)c1 was read as OX1R antag-1 21.2 and OX1R antag-2 31.2.
Screening CCOC(=O)c1sc(NC(=O)CNCc2ccccn2)c(C(=O)OCC)c1C returned OX1R antag-1 -21.6 and OX1R antag-2 12.0.
For COc1ccccc1Nc1nc(NCc2ccco2)c2ccccc2n1 the results were OX1R antag-1 -10.2 and OX1R antag-2 13.9.
Screening Oc1[nH]c2ccccc2c1N=Nc1nc(Nc2ccccc2)nc(N2CCOCC2)n1 returned OX1R antag-1 -28.7 and OX1R antag-2 20.8.
CNC(=O)NC(=O)CSc1nnc(-c2ccco2)n1Cc1ccccc1 was read as OX1R antag-1 -27.0 and OX1R antag-2 31.3.
`O=C(Cc1ccccc1)n1nc(-c2ccccc2)nc1NCc1ccco1` gave OX1R antag-1 -28.9 and OX1R antag-2 16.1.
`O=C(NNS(=O)(=O)c1ccccc1)c1ccc(S(=O)(=O)N2CCCCC2)cc1` gave OX1R antag-1 -16.3 and OX1R antag-2 12.8.
For O=c1[nH]c(=S)[nH]c2c1C(c1ccc(Br)cc1)c1c([nH]c(=S)[nH]c1=O)O2 the results were OX1R antag-1 -0.7 and OX1R antag-2 3.0.
Screening Cc1ccc(NC(=O)NCCCN2CCCC2=O)cc1C returned OX1R antag-1 4.2 and OX1R antag-2 13.3.
Screening Cc1ccc(NC(=O)CCNS(=O)(=O)c2ccc3c(c2)c(=O)n(C)c(=O)n3C)cc1C returned OX1R antag-1 -15.6 and OX1R antag-2 27.4.
O=C(c1ccc(COc2ccc(Cl)cc2)cc1)N1CCCCC1 was read as OX1R antag-1 2.1 and OX1R antag-2 3.4.
Screening CCCCC(CC)C(=O)Nc1cc([N+](=O)[O-])ccc1F (centres undefined) returned OX1R antag-1 -17.3 and OX1R antag-2 35.2.
`C[C@@]12CCC3[C@@](CCC4[C@@]3(C)CCC[C@@]4(C)C(=O)Nc3ccc(Cl)cc3)(CC1=O)C2` (some centres undefined) gave OX1R antag-1 -8.0 and OX1R antag-2 4.3.
CC1CCCN(C(=O)N2c3ccccc3Sc3ccccc32)C1 (centres undefined) was read as OX1R antag-1 -7.8 and OX1R antag-2 16.6.
For COc1ccccc1CSc1ncc(-c2ccc([N+](=O)[O-])cc2)[nH]1 the results were OX1R antag-1 7.0 and OX1R antag-2 36.6.
`Nc1nc(CN2CCCCC2)cs1` gave OX1R antag-1 10.5 and OX1R antag-2 12.3.
`CN(Cc1ccon1)C(=O)CC1C(=O)NCCN1Cc1ccc(F)c(F)c1` (centres undefined) gave OX1R antag-1 -8.5 and OX1R antag-2 14.1.
Screening CN(C)c1ccc(/C=N\NC(=S)SCN2C(=O)C3CCC(C)(C2=O)C3(C)C)cc1 (centres undefined) returned OX1R antag-1 -24.4 and OX1R antag-2 38.6.
Screening N#Cc1ccccc1NS(=O)(=O)c1cc2c3c(c1)CCN3C(=O)CC2 returned OX1R antag-1 2.8 and OX1R antag-2 29.8.
CCOC(=O)c1c(C)oc2ccc(OCc3cc(C(=O)OC)oc3C)cc12 was read as OX1R antag-1 -50.8 and OX1R antag-2 25.9.
Screening Cc1ccc(CN2CCC(c3nc4ccc(Cl)cc4[nH]3)CC2)cc1 returned OX1R antag-1 -28.8 and OX1R antag-2 6.4.
COc1ccc(NC(=O)CCCN2C(=O)C3C4C=CC(C4)C3C2=O)c(OC)c1 (centres undefined) was read as OX1R antag-1 -12.3 and OX1R antag-2 3.0.
For O=C(NNC(=S)NC(=O)c1ccccc1)c1cccnc1 the results were OX1R antag-1 7.1 and OX1R antag-2 2.7.
`CN1CCN(c2nc(C#N)cc(-c3ccccc3)n2)CC1` gave OX1R antag-1 -7.4 and OX1R antag-2 16.0.
`C[C@@H](C(=O)NCC1CCCO1)N1C(=O)N2CCc3c([nH]c4ccccc34)[C@@]2(C)C1=O` (some centres undefined) gave OX1R antag-1 -8.5 and OX1R antag-2 11.7.
COC(=O)CCSC(=S)N1CCOCC1 was read as OX1R antag-1 -7.9 and OX1R antag-2 7.2.
O=C(O)C[C@H]1c2cc(C(F)(F)F)ccc2S(=O)(=O)N1C1CCN(Cc2ccccc2)CC1 was read as OX1R antag-1 -1.2 and OX1R antag-2 25.8.
CCOC(=O)c1c(-c2ccccc2)csc1NC(=O)CSc1ccccc1 was read as OX1R antag-1 -24.9 and OX1R antag-2 21.2.
`CCOC(=O)C1=C(C)Nc2ccccc2N=C1NC(=O)c1cccc(S(=O)(=O)NCc2ccccc2)c1` gave OX1R antag-1 -14.9 and OX1R antag-2 13.2.

Fetched by compound from the list above, 2 records:
Screening N#Cc1ccccc1NS(=O)(=O)c1cc2c3c(c1)CCN3C(=O)CC2 returned OX1R antag-1 2.8 and OX1R antag-2 29.8.
`Nc1nc(CN2CCCCC2)cs1` gave OX1R antag-1 10.5 and OX1R antag-2 12.3.

Remaining list, next part:
COCCNC(=S)N1CCC(NC(=O)Nc2ccc(C)cc2)CC1 was read as OX1R antag-1 -11.9 and OX1R antag-2 12.0.
For O=C(Nc1ccc(S(=O)(=O)NCC2CCCO2)cc1)c1ccc(F)cc1 (centres undefined) the results were OX1R antag-1 -4.3 and OX1R antag-2 14.0.
For CN1CC(=O)N(CC(=O)NCc2ccc(F)cc2)c2ccccc2C1=O the results were OX1R antag-1 -4.9 and OX1R antag-2 16.2.
COc1ccc(S(=O)(=O)Nc2ccccc2C)cc1 was read as OX1R antag-1 -17.2 and OX1R antag-2 4.8.
Screening O=C(NC1CCCC1)C(c1ccncc1)N(C(=O)c1csnn1)c1cccc(Cl)c1 (centres undefined) returned OX1R antag-1 -12.4 and OX1R antag-2 5.9.
For COc1ccc(/C=C/C(=O)c2ccc(OC)cc2O)cc1 the results were OX1R antag-1 -24.8 and OX1R antag-2 18.8.
For CCOC(=O)N1CCN(C(=O)c2ccc(CS(=O)Cc3ccc(C)cc3)o2)CC1 (centres undefined) the results were OX1R antag-1 -8.1 and OX1R antag-2 8.4.
For c1nnn(C23CC4CC(CC(C4)C2)C3)n1 the results were OX1R antag-1 -1.6 and OX1R antag-2 5.8.
COc1ccc(C)c2sc(=NC(=O)C(C)C)n(C)c12 was read as OX1R antag-1 -20.0 and OX1R antag-2 2.6.
Screening Cc1cc(NC(=O)CSc2nc(-c3ccccc3)cs2)no1 returned OX1R antag-1 -9.7 and OX1R antag-2 22.4.
Cc1cc(C)c(C#N)c(SCc2ccccc2C(=O)O)n1 was read as OX1R antag-1 -0.5 and OX1R antag-2 27.5.
`CCOc1ccc(S(=O)(=O)NCc2ccco2)c2ccccc12` gave OX1R antag-1 -14.8 and OX1R antag-2 3.0.
CCOC(=O)C(C)(C)N(Cc1ccccc1C)S(=O)(=O)c1ccc(Cl)c([N+](=O)[O-])c1 was read as OX1R antag-1 -22.8 and OX1R antag-2 18.9.
`COC(=O)c1[nH]c2cc(OC)c(OC)cc2c1NC(=O)Oc1ccccc1` gave OX1R antag-1 -4.7 and OX1R antag-2 32.4.
For COc1ccc(NC(=O)CCNC(=O)Cn2ccc3ccccc3c2=O)cc1OC the results were OX1R antag-1 -8.6 and OX1R antag-2 18.8.
`CCOc1ccc(-c2c(C(=O)N/N=C/c3ccc(C)s3)nnn2-c2nonc2N)cc1` gave OX1R antag-1 -1.3 and OX1R antag-2 11.6.
Cn1c(=O)c(=O)n(C)c2cc(N3CCCCC3)c(NS(=O)(=O)c3ccc([N+](=O)[O-])cc3)cc21 was read as OX1R antag-1 -8.0 and OX1R antag-2 57.7.
`Cc1ccc(/C=C2/Sc3ccc(C(=O)NCCN4CCOCC4)cc3NC2=O)cc1` gave OX1R antag-1 -25.7 and OX1R antag-2 11.7.
COc1ccc(-c2cc(CCC(=O)N3CCN(c4cc(C)ccc4C)CC3)on2)cc1 was read as OX1R antag-1 -9.9 and OX1R antag-2 9.1.
`CCOC(=O)c1cc(C#N)c(N2CCNCC2)nc1C(F)(F)F` gave OX1R antag-1 -12.1 and OX1R antag-2 8.1.
`CC(=O)c1c(C)oc2c1cc(O)c1ccccc12` gave OX1R antag-1 -4.6 and OX1R antag-2 15.5.
`CCn1c(=O)c2ccccc2n(Cc2cccc([N+](=O)[O-])c2)c1=O` gave OX1R antag-1 -15.5 and OX1R antag-2 1.2.
`Cc1nc(SCc2nc3ccc([N+](=O)[O-])cc3[nH]2)c2oc3ccccc3c2n1` gave OX1R antag-1 -17.5 and OX1R antag-2 15.8.
`C#C[C@]1(O)CC[C@H]2[C@@H]3CCc4cc(OC5CCCC5)ccc4[C@H]3CC[C@@]21C` gave OX1R antag-1 -4.3 and OX1R antag-2 14.5.
`CN(CC(=O)Nc1ccc(Cl)cc1)CC(=O)Nc1ccc(F)c(F)c1F` gave OX1R antag-1 -5.4 and OX1R antag-2 30.8.
For Cc1cccc(NC(=S)NCCc2ccccn2)c1 the results were OX1R antag-1 -6.5 and OX1R antag-2 1.4.
`CCC(C)[C@H]1COCCS(=O)(=O)N1Cc1ccc(Br)cc1` (some centres undefined) gave OX1R antag-1 -12.2 and OX1R antag-2 33.0.
CC1Cc2cc(S(=O)(=O)CCC(=O)N3CCN(c4ccccc4)CC3)ccc2N1C(=O)C1CC1 (centres undefined) was read as OX1R antag-1 -11.3 and OX1R antag-2 28.6.
`Clc1cccc2sc(N3CCCC3)nc12` gave OX1R antag-1 -10.6 and OX1R antag-2 9.7.
Screening CC1CCCN(C(=O)CCS(=O)(=O)c2cc3c(cc2Cl)NC(=O)CO3)C1 (centres undefined) returned OX1R antag-1 3.0 and OX1R antag-2 0.8.

Among those listed so far, these have a COOH group.
Cc1ccc(S(=O)(=O)N2CCN(C(=O)Cn3nc(C(=O)O)c4ccccc4c3=O)CC2)cc1 was read as OX1R antag-1 -1.8 and OX1R antag-2 7.9.
O=C(O)C[C@H]1c2cc(C(F)(F)F)ccc2S(=O)(=O)N1C1CCN(Cc2ccccc2)CC1 was read as OX1R antag-1 -1.2 and OX1R antag-2 25.8.
Cc1cc(C)c(C#N)c(SCc2ccccc2C(=O)O)n1 was read as OX1R antag-1 -0.5 and OX1R antag-2 27.5.

The listing picks up with the 5 entries that preceded the break.
For Cc1cccc(NC(=S)NCCc2ccccn2)c1 the results were OX1R antag-1 -6.5 and OX1R antag-2 1.4.
`CCC(C)[C@H]1COCCS(=O)(=O)N1Cc1ccc(Br)cc1` (some centres undefined) gave OX1R antag-1 -12.2 and OX1R antag-2 33.0.
CC1Cc2cc(S(=O)(=O)CCC(=O)N3CCN(c4ccccc4)CC3)ccc2N1C(=O)C1CC1 (centres undefined) was read as OX1R antag-1 -11.3 and OX1R antag-2 28.6.
`Clc1cccc2sc(N3CCCC3)nc12` gave OX1R antag-1 -10.6 and OX1R antag-2 9.7.
Screening CC1CCCN(C(=O)CCS(=O)(=O)c2cc3c(cc2Cl)NC(=O)CO3)C1 (centres undefined) returned OX1R antag-1 3.0 and OX1R antag-2 0.8.
Screening CCc1nc(NC2CCCCC2)c(C#N)c2c1COC(C)(C)C2 returned OX1R antag-1 -22.5 and OX1R antag-2 11.1.
`CC(=O)NNC(=S)Nc1cc(S(=O)(=O)N(C)C)ccc1C` gave OX1R antag-1 -4.6 and OX1R antag-2 4.5.
Screening COc1ccc(-c2nnc3c4ccccc4c(C)nn23)cc1 returned OX1R antag-1 -14.6 and OX1R antag-2 13.2.
`COc1cccc(-n2nc(C(=O)O)c3ccccc3c2=O)c1` gave OX1R antag-1 -12.2 and OX1R antag-2 0.0.
For COc1ccccc1CCCNC(=O)C1CCC(=O)N(CCCN2CCCC2=O)C1 (centres undefined) the results were OX1R antag-1 -14.5 and OX1R antag-2 -5.6.
Screening CCCCC(=O)Nc1nn(C)c2nc3c(C)cccc3cc12 returned OX1R antag-1 -17.8 and OX1R antag-2 21.9.

Screening results from PubChem BioAssay.
